Source: PubChem
Shn3 3UTR inh: reduction of Shn3 3'UTR firefly luciferase signal, primary screen, Schnurri-3 inhibitor project, cell-based, Clone20 osteoblasts, set 2 | Clone20 osteoblast Shn3 3'UTR firefly luciferase, 24 h | inhibition, % at 12.5 µM | 360,000 compounds, 0.52% hits;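 active = mean inhibition of at least 75% with every replicate also reaching 75%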;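 also: 0% = median of neutral control wells and 100% = pilot-screen positive control compound; some compounds past the cut are filed as inactive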
CF NFkB inh: inhibitors of PAF-induced NF-kB signaling, primary screen, cell-based, GFP fluorescence, uHTS; 360,000 compounds, 0.86% hits; AID 588850, 2011; inhibition, % at 5 µM; KKLEB NF-kB-GFP reporter, GFP fluorescence overnight;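 active = at least 50% inhibition at 5 µM, scaled per plate between neutral and stimulator controls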;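 also: PAF is a Pseudomonas aeruginosa culture filtrate used as stimulus; plate controls were PAF-stimulated DMSO wells for no effect and unstimulated DMSO wells for full effect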
hiPSC survival: enhancers of single-cell hiPSC survival, primary screen, ATPlite luminescence | 100% = ROCK inhibitor wells, 0% = DMSO | survival enhancement, % at 20 µM | 360,000 compounds, 0.044% hits | AID 602274, 2012; in the data active = survival enhancement above about 18%;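 also: cells exposed to compounds for 16 hours before the ATP read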
TRPM1 prom inh: inhibitors of MITF-dependent TRPM1 promoter reporter, primary screen, cell-based, SK-MEL-5, single point, luciferase | SK-MEL-5 TRPM1 promoter luciferase, 24 h | inhibition, % at 12.5 µM | 330,000 compounds, 0.83% hits | AID 488899, 2010;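 active = mean inhibition across replicates of 60% or more, whatever share of single replicates reaches that level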; also: values of inactives mirror those of a sister screen read the other way
KKLEB tox: cytotoxicity in KKLEB CF airway cells, primary screen, cytotoxicity control for CF NF-kB inhibitor project, cell-based, uHTS, fluorescence assay plates | 360,000 compounds, 0.36% hits | activity change (cytotoxicity), % at 5 µM | AID 602141, 2011 | KKLEB CF airway cells viability, ATPlite luminescence, overnight; hits give low values; cells stimulated with P. aeruginosa culture filtrate;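 active = corrected activity change at or below -50% at 5 µM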
C8 TRAIL sens: viability loss with TRAIL in NB7+C8 cells, primary screen, TRAIL sensitizer project, cell-based, ATPlite luminescence | 360,000 compounds, 1% hits | inhibition (viability loss, TRAIL sensitization), % at 10 µM | AID 624354, 2012;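 active = compounds causing at least 50% loss of cell viability in the single-dose screen, relative to plate controls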
NR2E3 ag-1: inhibitors of NR2E3-RetCOR corepressor binding, primary screen, NR2E3 agonist project, biochemical, TR-FRET, GST-NR2E3, biotin-RetCOR; Photoreceptor-specific nuclear receptor (Homo sapiens), Q9Y5X4; 1536-well; inhibition of corepressor binding, % at 4.78 µM; 320,000 compounds, 0.12% hits; AID 2300, 2010;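 active = percent inhibition above the cutoff of mean plus 3 SD of all tested compounds, set per screening campaign, cut at about 20% in these data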;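 also: 0% = DMSO wells and 100% = biotin wells as full block of FRET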
Target sequence (Q9Y5X4 whole entry, looked up): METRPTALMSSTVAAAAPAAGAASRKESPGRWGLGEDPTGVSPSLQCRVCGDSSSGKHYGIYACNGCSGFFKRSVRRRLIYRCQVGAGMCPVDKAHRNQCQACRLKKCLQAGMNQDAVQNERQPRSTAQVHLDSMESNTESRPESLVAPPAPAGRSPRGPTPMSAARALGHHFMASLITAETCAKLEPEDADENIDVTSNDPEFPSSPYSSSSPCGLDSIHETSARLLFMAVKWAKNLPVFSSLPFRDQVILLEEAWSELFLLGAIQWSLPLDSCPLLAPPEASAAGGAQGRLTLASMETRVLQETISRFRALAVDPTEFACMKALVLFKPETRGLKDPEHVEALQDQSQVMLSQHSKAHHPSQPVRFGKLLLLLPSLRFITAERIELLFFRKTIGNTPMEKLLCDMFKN
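Assay system: NR2E3–RetCOR corepressor complex. Quantity: 1.35 nM GST-NR2E3. Buffer or medium: pH 7.5 Tris-based buffer. Reagent: biotinylated RetCOR corepressor at 7 nM final. Schedule: 5 h at 4 °C. Detection: TR-FRET, emission read at 617 and 671 nm. Replicates: one well per compound, singlicate testing.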
Peg3 prom inh: Peg3 promoter-driven luciferase inhibitors, primary screen, cell-based, HeLa, luciferase luminescence; HeLa PEG-Prom luciferase reporter, overnight; inhibition, % at 20 µM; AID 588405, 2011; 360,000 compounds, 1.7% hits;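 active = inhibition of at least 50% at 20 µM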
HIF-2a inh: HIF-2a reporter inhibitors, primary screen, luminescence, 786-0 RCC cells; 786-0 RCC cells HIF-2a reporter, luciferase luminescence, overnight; inhibition, % at 18.8 µM; 360,000 compounds, 0.72% hits;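 active = inhibition of the luminescence signal of 40% or more relative to plate controls, in a single-dose primary screen at 18.75 µM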
EBV LMP1 NFkB: EBV LMP1-driven NF-kappaB luciferase reporter inhibitors, primary screen, cell-based, luminescence, single point. LMP1-induced NF-kappaB luciferase reporter cells. AID 504558, 2011. inhibition, % at 12.5 µM. 350,000 compounds, 0.69% hits; in the data active = inhibition above about 41%;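 also: 0% = neutral control wells and 100% = reference inhibitor control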
NR2E3 ag-2: NR2E3 agonists in two-hybrid cells, primary screen, cell-based, luminescence, CHO-S, Gal4-NCOR/VP16-NR2E3 | inhibition of corepressor binding, % at 3.98 µM | 360,000 compounds, 0.35% hits | luciferase | Photoreceptor-specific nuclear receptor (Homo sapiens), Q9Y5X4 | AID 602229, 2012;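 active = inhibition above the mean of all tested compounds plus 3 SD, cut at about 70% in these data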;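 also: 0% = DMSO with NR2E3 transfected cells and 100% = cells lacking NR2E3 construct; higher means lower luciferase signal from less NR2E3 corepressor binding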
Starred values were filed as active, the others as inactive; / = no result given.

SMILES	Shn3 3UTR inh	CF NFkB inh	hiPSC survival	TRPM1 prom inh	KKLEB tox	C8 TRAIL sens	NR2E3 ag-1	Peg3 prom inh	HIF-2a inh	EBV LMP1 NFkB	NR2E3 ag-2
COc1ccccc1NC(=O)[C@@H]1CCCN1S(=O)(=O)c1ccc(Cl)cc1	76	8	-0.4	4	14	11	/	14	15	7	-8
CCc1ccc(C(=O)CN2C(=O)NC(C)(CCc3ccccc3)C2=O)cc1 (configuration not stated)	14	13	-0.4	2	-3	-6	3	2	21	0	0
C=CCn1c(N)c(C(=O)Nc2cccc(C)c2)c2nc3ccccc3nc21	-7	-24	-0.8	-18	6	-1	-2	18	-37	-6	-14
CC1(C(=O)Nc2cnc3ccccc3c2)CCN1Cc1ccc2ccccc2c1 (configuration not stated)	-21	-2	-0.8	/	-19	-3	/	30	-30	/	-3
COc1ccccc1CNC(=S)NCc1ccc(F)cc1	-11	7	0.0	7	-4	-1	6	0	1	-7	22
O=C(C[C@H]1C[C@@H]2c3cc(NS(=O)(=O)c4ccccc4)ccc3O[C@@H]2[C@H](CO)O1)N1CCOCC1	-7	-10	-1.1	/	-1	-8	/	0	4	-1	-12
COc1cc(C)c(C#N)c(OC)n1	-16	-1	-1.3	-15	-1	0	2	-5	-4	-11	-19
Cc1ccc(C)c2[nH]c(=O)c(CCNC(=O)c3ccco3)cc12	15	-10	-3.9	-27	-9	-7	4	-1	-8	5	-9
COc1cc(OC)cc(C(=O)NCCC(=O)NCCc2ccc(OC)c(OC)c2)c1	1	27	3.1	-7	-14	-11	0	-6	7	0	-21
O=C(COc1cc2oc(=O)c3c(c2cc1Cl)CCCC3)N1C[C@H]2C[C@@H](C1)c1cccc(=O)n1C2	16	-11	1.7	-6	9	-12	3	15	4	3	-47
COc1ccc(C[C@H]2CN3C(=NC[C@@H]3Cc3ccc(O)cc3)N2CCNC(=O)c2ccc(C)c(Br)c2)cc1	31	21	-3.9	24	-17	23	-3	45	-4	1	2
CCCCCCCCc1c(O)nc(-n2[nH]c(C)c(CCO)c2=O)[nH]c1=O	2	12	1.4	7	-6	-3	2	-2	2	-9	1
Nc1nc(N)c2cc([N+](=O)[O-])ccc2n1	-6	-14	2.0	14	7	-16	/	3	9	-3	-15
Cc1nnc(NC(=O)C2CCN(S(=O)(=O)c3ccc(F)c(F)c3)CC2)o1	-15	-2	0.6	2	-2	5	/	11	8	-2	-13
CC12/C(=N/O)C3C4CC5C3/C(=N/O)C1C5C42 (configuration not stated)	-9	-2	0.5	-2	-5	-16	2	7	17	-9	7
COc1ccc(S(N)(=O)=O)cc1C(=O)NNC(=O)C1COc2ccccc2O1 (configuration not stated)	9	-37	-1.9	-6	6	-3	/	3	-2	5	13
CCCc1nnc(NC(=O)Cn2c(=O)oc3ccccc32)s1	2	-2	-0.1	10	-1	5	-6	10	10	7	-3
CN(C)NC1CCS(=O)(=O)C1 (configuration not stated)	-13	0	0.1	7	-17	-15	1	-8	1	-2	-32
Cc1nn(CC(=O)Nc2ccc(N3CCOCC3)cc2)c(C)c1Br	7	-6	-0.4	-22	-15	9	7	-1	0	3	3
Cc1ccc(-n2cc(C(=O)O)c(=O)cc2C)c(C)c1	-7	8	1.1	1	3	-4	1	11	17	10	7
Cc1ccc(C)c(NC(=O)C2=CCN(S(=O)(=O)c3ccc(F)cc3)CC2)c1	-9	16	0.4	8	4	8	1	2	4	5	24
CCOc1ccc(CCNC(=O)COC(=O)COc2ccc(C(=O)CC)cc2)cc1OCC	-3	-2	0.3	-4	6	-2	-1	2	6	-1	-19
CC(=O)Nc1ccc(-c2noc(-c3csc([C@@H]4C[C@H](O)[C@@H](CO)O4)n3)n2)cc1	-24	2	-0.7	/	-4	13	/	-35	-40	/	-35
O=C(Nc1ccc2oc(-c3ccccc3)nc2c1)C1CCCO1 (configuration not stated)	-107	-20	-1.3	-83	5	31	0	-285	-241	-39	-84
CCOC(=O)N1CCN(C(=O)COc2ccc(Cl)cc2C)CC1	0	-5	-2.0	-4	-4	-4	2	1	7	-5	-3

Compound profiles, from the list above. Order of values: Shn3 3UTR inh, CF NFkB inh, hiPSC survival, TRPM1 prom inh, KKLEB tox, C8 TRAIL sens, NR2E3 ag-1, Peg3 prom inh, HIF-2a inh, EBV LMP1 NFkB, NR2E3 ag-2
COc1ccccc1CNC(=S)NCc1ccc(F)cc1 reads -11, 7, 0.0, 7, -4, -1, 6, 0, 1, -7, 22
CCOc1ccc(CCNC(=O)COC(=O)COc2ccc(C(=O)CC)cc2)cc1OCC reads -3, -2, 0.3, -4, 6, -2, -1, 2, 6, -1, -19
Cc1ccc(-n2cc(C(=O)O)c(=O)cc2C)c(C)c1 reads -7, 8, 1.1, 1, 3, -4, 1, 11, 17, 10, 7

Just NR2E3 ag-2, EBV LMP1 NFkB and TRPM1 prom inh, for some of the entries so far:
smiles | NR2E3 ag-2 | EBV LMP1 NFkB | TRPM1 prom inh
CC12/C(=N/O)C3C4CC5C3/C(=N/O)C1C5C42 (configuration not stated) | 7 | -9 | -2
CCCCCCCCc1c(O)nc(-n2[nH]c(C)c(CCO)c2=O)[nH]c1=O | 1 | -9 | 7

Additional results
SMILES	Shn3 3UTR inh	CF NFkB inh	hiPSC survival	TRPM1 prom inh	KKLEB tox	C8 TRAIL sens	NR2E3 ag-1	Peg3 prom inh	HIF-2a inh	EBV LMP1 NFkB	NR2E3 ag-2
CCn1c(Cc2cccs2)nnc1SCC(=O)c1ccc(C)cc1	4	-15	-2.2	-8	0	8	0	-107	-156	-6	-38
CCN(Cc1ccccc1)C(=O)CSc1nc(C)cc(C)c1C#N	4	-23	0.9	2	27	-8	-4	-10	-16	-7	-38
CC(NC(=O)/C(=C/c1cccc([N+](=O)[O-])c1)NC(=O)c1ccco1)C(=O)O (configuration not stated)	15	-1	0.2	-2	4	9	-1	0	15	-4	-17
COc1ccc(O)c(/C=N/NC(=O)c2c(C)nnn2-c2nonc2N)c1	68	-14	-1.6	5	4	12	0	42	-4	40	-5
Cc1cc(NC(=O)c2c(-c3c(F)cccc3Cl)noc2C)no1	4	7	0.1	-5	7	-5	0	6	19	-5	13
O=C(Nc1ccccn1)c1csc2c1CCCC2	-21	-14	-0.3	-42	0	18	4	-242	-143	-44	-108
C=CCn1c(SCC)nc2sc3c(c2c1=O)CCc1ccccc1-3	10	10	5.2	16	7	12	5	-4	2	-21	4
CC(C)CC(C(=O)NC(C)(C)C)N(Cc1cccs1)C(=O)c1snc(C(N)=O)c1N (configuration not stated)	6	11	0.0	-8	-7	-1	4	19	11	-3	9
COc1cc(C(=O)OCC(=O)N2CCCCC2C)ccc1OCc1c(C)noc1C (configuration not stated)	3	20	-2.0	9	-15	-7	3	21	14	10	-6
Cc1ccc(NC(=O)c2ccc(S(=O)(=O)N3CCCCCC3)cc2)nc1	-3	-5	0.2	-20	4	-6	0	-93	-107	-3	-22
CCCn1c(N)c(N(CCOC)C(=O)c2ccc(F)cc2F)c(=O)[nH]c1=O	-29	-14	-0.3	5	15	-6	4	14	2	-4	-5
Cc1ccc(C2=NN(CC(=O)NCCN(CC(C)C)CC(C)C)C(=O)CC2)cc1	-2	-10	-0.2	-13	10	2	0	2	9	-7	6
O=C(Nc1cccc(C(F)(F)F)c1)Nc1ccon1	-14	-16	-0.3	7	26	-9	1	-16	-5	6	-24
O=C(NCCCC1CCCC1)C1CCC(=O)N(Cc2ccccc2F)C1 (configuration not stated)	9	10	1.5	-1	-7	1	-1	-21	-24	1	-8
CN(C)/C=N/c1nc(-c2ccc3c(c2)OCO3)cs1	-88	-8	-1.2	-68	15	15	1	-201	-219	-22	-135
COc1cc(C2CC(=O)Oc3c2c(=O)n(C)c2ccccc32)cc(OC)c1OC (configuration not stated)	5	5	-2.4	14	5	-1	1	6	23	2	1
O=C(CC(C(=O)N1CCc2ccccc21)n1ccnc1)N1CCc2ccccc2C1 (configuration not stated)	5	6	-2.3	30	-5	12	0	29	15	-15	18
CC(=O)c1ccc(S(=O)(=O)N2CCC(c3nnc(SCCN4CCCC4)n3C)CC2)cc1	8	-3	1.0	/	-22	1	0	9	4	-10	-6
NC(=O)c1cccc(Nc2nc(C(N)COCc3ccccc3)cs2)n1 (configuration not stated)	4	4	-3.8	/	-19	0	/	-6	7	/	4
CCc1ccc(OCc2ccc(C(=O)NCc3ccccn3)o2)cc1	-6	5	9.1	-20	-7	-1	-3	-134	-129	-37	-146
Cc1ccc(S(=O)(=O)N(C)C)cc1NC(=O)COC(=O)C1CCCC1	-7	0	0.3	-2	5	-38	-1	1	9	1	-11
O=C(NCc1ccccn1)c1ccc(OC2CCN(Cc3ccc(CO)o3)CC2)cc1	-3	-22	0.8	15	0	0	-2	5	-5	4	6
CC(=O)c1c(C)[nH]c(C(=O)NCCN2CCC(C)CC2)c1C	-4	2	0.6	21	2	-4	4	15	14	-8	-9
NS(=O)(=O)c1cc(C(=O)OCC(=O)c2ccc3c(c2)OCCO3)ccc1Cl	-39	4	-4.3	-22	-5	22	3	-163	-99	9	8

Copied from the list.
Peg3 prom inh result of `CCN(Cc1ccccc1)C(=O)CSc1nc(C)cc(C)c1C#N` : -10
HIF-2a inh result of `Cc1ccc(C)c(NC(=O)C2=CCN(S(=O)(=O)c3ccc(F)cc3)CC2)c1` : 4
NR2E3 ag-1 result of `CC(=O)c1c(C)[nH]c(C(=O)NCCN2CCC(C)CC2)c1C` : 4
HIF-2a inh result of `Cc1nn(CC(=O)Nc2ccc(N3CCOCC3)cc2)c(C)c1Br` : 0
KKLEB tox result of `Cc1ccc(S(=O)(=O)N(C)C)cc1NC(=O)COC(=O)C1CCCC1` : 5

Some of the compounds tested; the hit share may differ from the screen's.
